GCN5L2 inh = qHTS Assay for Inhibitors of GCN5L2; 0.21% of 390,000 active; Potency, µM (doses to about 58.9 µM), inactives show at the highest dose activity change, negative = inhibition, hits mostly inhibitors; GCN5L2 HAT assay, ThioGlo1 CoA-SH fluorescence; Histone acetyltransferase KAT2A (Homo sapiens), Q92830
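Compounds, pin-transferred from DMSO stocks, meet 20nM GCN5L2 for 15 min before the reaction begins with H3(1-25) peptide (75uM) and acetyl-CoA (70uM). Thiol-reactive ThioGlo1 reports CoA release over 20 min at room temperature.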
TDP1 cell noCPT = qHTS for Inhibitors of human tyrosyl-DNA phosphodiesterase 1 (TDP1): qHTS in cells in absence of CPT; DT40 Tdp1-/- hTDP1 cells, no CPT, ATP luminescence, 48 h; Potency, µM (doses to about 46.2 µM), for inactives: at the top dose activity change, negative = growth inhibition, actives largely listed as inhibitors; 15% of 420,000 active; AID 686978, 2013; further: nearly all actives have a fitted effect of over 55% in size
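Growth kinetics read by CellTiter-Glo luminescence after ≥48 hr at 37 °C. Cells: DT40 Tdp1-/- stably carrying human TDP1, 400 per well, compound exposure in the absence of CPT (DMSO vehicle).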
TDP1 inh = qHTS Assay for Inhibitors of Tyrosyl-DNA Phosphodiesterase (TDP1). recombinant TDP1, AlphaScreen DNA substrate cleavage. Potency, µM (doses to about 130 µM), inactives show at the highest dose activity change, negative = inhibition, most hits filed as inhibitors. 0.28% of 350,000 active; further: nearly all actives have a fitted effect of over 40% in size
Target sequence (Q9NUW8 whole entry, looked up): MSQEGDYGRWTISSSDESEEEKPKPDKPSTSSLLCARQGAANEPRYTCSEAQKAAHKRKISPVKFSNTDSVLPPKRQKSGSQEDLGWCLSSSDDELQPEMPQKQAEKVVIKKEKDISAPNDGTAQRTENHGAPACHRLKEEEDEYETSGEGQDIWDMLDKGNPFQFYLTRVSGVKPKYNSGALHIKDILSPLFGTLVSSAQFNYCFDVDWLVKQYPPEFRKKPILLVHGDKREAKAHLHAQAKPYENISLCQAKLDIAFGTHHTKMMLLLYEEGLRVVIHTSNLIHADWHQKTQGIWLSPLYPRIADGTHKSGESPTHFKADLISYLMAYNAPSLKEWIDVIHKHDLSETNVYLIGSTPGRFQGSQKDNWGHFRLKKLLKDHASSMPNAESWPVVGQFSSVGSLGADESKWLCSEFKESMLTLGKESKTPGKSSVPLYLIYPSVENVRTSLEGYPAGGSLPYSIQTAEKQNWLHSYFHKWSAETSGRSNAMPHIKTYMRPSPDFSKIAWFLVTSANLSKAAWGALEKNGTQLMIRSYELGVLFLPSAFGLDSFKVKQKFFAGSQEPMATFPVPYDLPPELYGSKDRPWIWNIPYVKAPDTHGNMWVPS
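AlphaScreen read-out: signal falls as enzyme removes the 3' tyrosine-FITC from a 5'-biotinylated DNA oligo (15 nM, 5 min, RT). Enzyme was E. coli-made recombinant Tdp1 at 1 nM, exposed to compound for 15 min beforehand; beads 10 ug/ml, 10 min.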
Numbers without * were called inactive; ? = inconclusive; · = no result given; & = joins results of further samples; [ ] = dose if it differs, or a comment. The call rests on the fitted dose curve; in most records, active means well fitted curve in the direction sought with a large enough effect; inconclusive means small, poorly fitted or top-dose-only effect, or another doubt; inactive means no such curve, though single readings can be large; an effect the other way counts as inactive or inconclusive. On the % scale 0 is the no-effect control and ±100 the full control effect; potency means the concentration at half of the fitted maximal effect.

SMILES | GCN5L2 inh | TDP1 cell noCPT | TDP1 inh
CCN1CCS/C1=C/C=C/C1=[N+](CC)CCS1 | -2% | 0.15µM* | 8%
Cc1ccc(N=C2NC(=O)/C(=C/c3cccn3C)S2)c(C)c1 | -4% | 6.5µM* | 9%
CCN(c1ccccc1)S(=O)(=O)c1ccc2c(c1)CCCN2C(C)=O | -7% | ? | 8%
COc1cc(C(=O)NC(C)c2ccc(S(N)(=O)=O)cc2)ccc1OCC(=O)N1CCOCC1 (centres undefined) | 0% | -6% | 5%
COc1ccc(C(C)=O)cc1COC(=O)c1cc(C)nc2ccccc12 | -9% | ? | 3%
N#Cc1ccccc1S(=O)(=O)N1CCN(C(=O)C2CCC2)CC1 | 2% | -2% | ·
CC(C)(C)n1cn[nH]c1=S | -11% | -6% | ?
CC(C)C(NC(=O)C1CCCCC1)C(=O)N1CCN(c2ccc(F)cc2)CC1 (centres undefined) | -14% | 16µM* | 5%
COc1ncc2nc(-c3cccs3)c(=O)n(CCc3ccccc3)c2n1 | -22% | 25% | ·
CSCCC(NS(=O)(=O)c1ccc2c(c1)oc(=O)n2C)C(=O)Nc1ccc(F)c(Cl)c1 (centres undefined) | 0% | ? | 12%
Cc1cc(NC(=O)c2cc3ccccc3o2)cc(C)c1OCC(=O)N1CCOCC1 | 0% | ? | 1%
CC(C)NCCCCOc1cccc(Br)c1 | -2% | 23µM* | 0%
N[C@H](Cc1cnc[nH]1)C(=O)O | -5%&-8% | -7%&-1% | 6%
CCCNC(=O)c1oc2ccc3c(c2c1C)C(=O)CC(C)(C)O3 | -2% | ? | 5%
Cc1cc(C)c(C)c(S(=O)(=O)N2CCC(C(=O)N3CCCCCCC3)CC2)c1C | -6% | ? | 2%[56.1 µM]
O=C(CS(=O)(=O)c1c[nH]c2ccccc12)N1CCCc2ccccc21 | -7% | -13% | 4%
CC/C(=N\NC(=O)c1nnn(-c2nonc2N)c1-c1cccs1)c1ccccc1 | -4% | ? | 0%
COc1ccc(Cl)cc1NC(=O)C(=O)NCc1ccc(Cl)cc1 | -2% | -27% | 1%[2.28 µM]
O=C(CC1CCCCC1)N=C1SC2CS(=O)(=O)CC2N1c1ccccc1 (centres undefined) | -9% | -19% | 2%
Cc1ccc(S(=O)(=O)N2CCCC2C(=O)NC2CCCCC2)cc1 (centres undefined) | -2% | ? | 3%
CC(CCN1CCN(CCO)CC1)c1ccccc1 (centres undefined) | 2% | -9% | ·
CCN1CCCC(NC(=O)c2cc([N+](=O)[O-])ccc2OC)C1 (centres undefined) | -7% | -9% | 2%
Oc1ccc(-c2[nH]ncc2-c2ccc(Br)cc2)c(O)c1 | -22% | ? | ·
CN(C)CCCN(Cc1ccc2c(c1)OCO2)C(=O)NC1CCCCC1 | -6% | -8% | 5%
O=S(=O)(Nc1ccccc1Cl)c1ccc(NS(=O)(=O)c2cccs2)cc1 | -7% | -22% | 3%

Next part; the last three above are carried over.
SMILES | GCN5L2 inh | TDP1 cell noCPT | TDP1 inh
Oc1ccc(-c2[nH]ncc2-c2ccc(Br)cc2)c(O)c1 | -22% | ? | ·
CN(C)CCCN(Cc1ccc2c(c1)OCO2)C(=O)NC1CCCCC1 | -6% | -8% | 5%
O=S(=O)(Nc1ccccc1Cl)c1ccc(NS(=O)(=O)c2cccs2)cc1 | -7% | -22% | 3%
CCOC(=O)CSc1nc(-c2ccc(OCC)cc2)cc(C(F)(F)F)c1C#N | -5% | 8% | 4%
CCC(C)Sc1ccc([C@H]2N[C@@](Cc3ccccc3)(C(=O)OC)[C@H]3C(=O)N(CC)C(=O)[C@@H]23)cc1 (some centres undefined) | -19% | 21µM* | ·
Cc1ccc(CNC(=O)c2sc3ncnc(N(C)C4CCCCC4)c3c2C)cc1 | -8% | 26µM* | 5%
CN(C)C(CNC(=O)CCNC(=O)c1ccc(Cl)cc1)c1ccco1 (centres undefined) | -4% | -7% | ·
CCC1Oc2ccccc2N(CC(=O)Nc2ccc(OC)cc2OC)C1=O (centres undefined) | 0% | -16% | 7%
COC(=O)C1(CCSC)NC(c2ccc(O)cc2)C2C(=O)N(c3ccc4c(c3)OCCO4)C(=O)C21 (centres undefined) | -6% | -6% | 3%
N#Cc1ccc(C#Cc2ccc3oc4ccccc4c(=O)c3c2)cc1 | -1% | ? | 0%
O=[N+]([O-])c1ccc(C2=Nn3c(Cn4nnc5ccccc54)nnc3SC2)cc1 | 17% | 16µM* | ·
CC1O[C@@H](O[C@H](C)CC/C=C/C(=O)O)C(O)C[C@H]1O (some centres undefined) | 0% | -4% | ·
COc1ccc(CN2CCN(C(=O)CC(C)C)CC2)cc1OC | 23% | -21% | 2%
Cc1ccc(-n2c(C)cc(=O)cc2C)cc1[N+](=O)[O-] | -4% | -21% | -9%
Nc1nnc(SCC(=O)OCC(=O)Nc2ccc(Br)cc2)s1 | -3% | -4% | 3%
COc1cccc(NC(=O)c2cccnn2)c1 | -3% | -6% | ·
C=CCc1cc(/C=C/c2nc(O)c([N+](=O)[O-])c(=O)[nH]2)cc(OC)c1O | -4% | -2% | ?
CC(=O)Nc1ccc(NC(=O)C23CC4CC(C2)CC(n2cnc(Br)n2)(C4)C3)cc1 | -9% | -18% | 5%
O=C(Nc1ccccc1C(=O)N/N=C/c1ccncc1)c1ccccc1 | -4% | 21µM* | 6%
CCCS(=O)(=O)N1CCC(n2c(C(F)(F)F)nc3cccnc32)CC1 | 5% | 5.2µM* | 0%
O=c1[nH]c(/C=C\c2ccc(O)c(O)c2)nc(O)c1[N+](=O)[O-] | 19% | -7% | ?
CSCCC(NC(=O)c1ccccc1Br)C(=O)NCC(C)(C)N1CCOCC1 (centres undefined) | 1% | 6% | ·
O=C(Nc1ccccc1N1CCCCC1)c1ccc2nccnc2c1 | -4% | ? | -2%
CCCn1c(O)c(N=N)c2ccccc21 | -9% | -13% | 1%
COc1cc(-c2ccc(NC(=O)c3ccc(C)cc3)c(OC)c2)ccc1NC(=O)c1ccc(C)cc1 | -11% | 2% | 6%
Cc1ccc2ncccc2c1NS(=O)(=O)c1ccccc1 | -8% | -22% | -4%
CCOC(=O)C1(CCC(C)C)CC(CSc2nc3ccccc3[nH]2)OC1=O (centres undefined) | 3% | 18µM* | 5%
O=c1oc2ccccc2c(Nc2cc3ccccc3cc2O)c1[N+](=O)[O-] | 2% | 5.8µM* | -6%
(list continues)
SMILES | GCN5L2 inh | TDP1 cell noCPT | TDP1 inh
CC(=O)c1cccc(OCc2cc(C(=O)NC3CCN(Cc4ccccc4)CC3)no2)c1 | 1% | ? | 4%
Cc1ccc([N+](=O)[O-])cc1-c1[nH]c(-c2ccc(O)c(O)c2)nc1-c1ccccc1 | -7% | 16µM* | 12%
O=C(Nc1ccccc1N1CCCCC1)c1ccc(-c2cccc(Cl)c2)o1 | -23% | ? | 0%
COc1cc(NC(=O)Cn2c(C)cc(C)c(C#N)c2=O)cc(OC)c1 | -6% | 2% | 6%
COc1cccc(CN(C)C(=O)c2ccc(COc3ccc(Cl)cc3)cc2)c1OC | -6% | ? | -1%[0.0935 µM]
NC(=O)c1cc(S(=O)(=O)NCCCc2ccccc2)cs1 | 5% | ? | ·
CCOc1ccccc1OCC(=O)NNC(=S)NC1CCCCC1 | -5% | 5% | 8%
COc1ccc(C(CNC(=O)c2ccc(Br)o2)N2CCN(C)CC2)cc1 (centres undefined) | -5% | 0% | ·
COc1ccc(C(=O)/C=C/C(=O)N(CC(=O)NC2CCCCC2)Cc2cccs2)c(O)c1 | -2% | 3.3µM* | 1%
Cc1ccc(-c2cc(C(=O)NCCCN3CCOCC3)c3ccccc3n2)cc1C | 0% | ? | 0%
S=c1[nH]cc(-c2ccccc2)[nH]1 | -4% | -11% | ·
COc1ccc(CCNC(=O)C2CCN(S(=O)(=O)c3cccs3)CC2)cc1OC | -4% | 0% | 2%
c1ccc(N2CCN(Cc3ccsc3)CC2)nc1 | 0% | -19% | -3%
O=C(Nc1ccccc1)C1CCCN1S(=O)(=O)c1ccc(Br)cc1 (centres undefined) | -2% | 8% | 1%
Fc1cc(F)cc(NC(=S)NN2CCOCC2)c1 | -8% | 16% | 5%
COc1cc(C(=S)N2CCCCC2)ccc1OCC(=O)N1CCCC1 | 3% | -14% | 0%
O=C1c2ccccc2-c2onc3ccc(NCc4ccco4)c1c23 | -4% | 23µM* | 79µM*
CC(C)CC(c1nnnn1CC1CCCO1)N1CCN(C2CCCC2)CC1 (centres undefined) | -2% | -5% | -2%
COc1ccc(N2CCN(C(=O)Cc3ccc(OC)c(OC)c3)CC2)cc1 | -9% | 16µM* | ·
Cc1ccc(-n2ncc3c2CC(C)(C)CC3NC(=O)CCN2CCCO2)cc1 (centres undefined) | -17% | 2% | 4%
Cc1ccc(CNC(=O)C2CC(c3ccccc3[N+](=O)[O-])=NO2)o1 (centres undefined) | -7% | ? | 4%
Cc1ccc(NC(=O)c2ccc(Cn3cc(Cl)cn3)o2)c(C)c1 | -27% | · | -7%[56.1 µM]
Cc1cccc(NC(=O)CSc2nnc(Cc3ccccc3)o2)c1 | 1% | -13% | 3%
Cc1nc2sc(-c3ccccc3)cc2c(=O)n1-n1cccc1 | -6% | ? | -5%
Cc1ccc(NC(=O)CCCc2nc3ccccc3c(=O)[nH]2)c(Cl)c1 | -4% | 15µM* | -1%

Some of these compounds in order of count of non-hydrogen atoms, falling.
SMILES | GCN5L2 inh | TDP1 cell noCPT | TDP1 inh
O=C(Nc1ccccc1N1CCCCC1)c1ccc(-c2cccc(Cl)c2)o1 | -23% | ? | 0%
COc1cc(NC(=O)Cn2c(C)cc(C)c(C#N)c2=O)cc(OC)c1 | -6% | 2% | 6%
c1ccc(N2CCN(Cc3ccsc3)CC2)nc1 | 0% | -19% | -3%

Following part:
SMILES | GCN5L2 inh | TDP1 cell noCPT | TDP1 inh
CCOC(=O)c1ccc(N2C(=O)c3n[nH]c(C)c3C2c2ccccn2)cc1 (centres undefined) | -7% | -29% | 1%
CCOc1cc(C2c3c(oc4cc(C)c(Cl)cc4c3=O)C(=O)N2Cc2ccco2)ccc1O (centres undefined) | -8% | 16µM* | 2%
CN1Cc2c(C(=O)OC(C)(C)C)ncn2-c2ccsc2C1=O | -3% | -4% | 6%
O=C(CCCCCNc1nc(=S)[nH]c2ccccc12)NCCc1c[nH]c2ccccc12 | -3% | 15µM* | 6%
COc1cccc(N2C(=NC(=O)CCc3ccccc3)SC3CS(=O)(=O)CC32)c1 (centres undefined) | -3% | 16% | 2%
O=C(/C=C/c1ccc([N+](=O)[O-])cc1)NCCSc1ccccc1 | 2% | ? | 13%
COc1cccc(NC(=O)COC(=O)CCCc2c[nH]c3ccccc23)c1 | 4% | -17% | 10%
O=C(/C(=C(\O)c1ccccc1)c1ncc[nH]1)c1ccccc1 | -4% | -2% | -6%
NS(=O)(=O)c1ccc(NCc2ccccc2OCc2ccccc2F)cc1 | -8% | ? | 4%
CCN(CC)S(=O)(=O)c1ccc(OC)c(NC(=S)Nc2cccc(C)c2)c1 | -4% | · | 8%
COCC(C)NC(=O)c1ccc(CN2CCc3ccccc3C2)cc1 (centres undefined) | -8% | -7% | 5%
O=C(CCSCc1cnn(-c2ccccc2)c1-n1cccc1)NCc1ccccc1Cl | -12% | ? | 0%
COc1ccc(C(=O)NCCSc2ccccc2)cc1 | -3% | -19% | -1%
COC(=O)c1sccc1NC(=O)c1cc(C)on1 | 1% | 1% | 1%
COc1ccc(-c2nn(-c3ccccc3)cc2C(=O)Nc2ccc(C(=O)O)cc2)cc1 | -5% | ? | 4%
COc1ccccc1/C=C/C=N/N1CCN(c2ccccn2)CC1 | -11% | ? | 6%
COc1ccc(CCNC(=S)N2CCC(C(N)=O)CC2)cc1 | 3% | -7% | ·
CC(C)CN1CCN(Cc2cccn2-c2cccnc2)CC1CCO (centres undefined) | 0% | -19% | 0%
O=C(Nc1cc(-c2nc3cc(Cl)ccc3o2)ccc1Cl)c1cccs1 | -4% | · | 3%
O=C(CSc1nc2ccccc2[nH]1)N1CCN(S(=O)(=O)c2ccc(Cl)cc2)CC1 | -15% | ? | 6%

Rewritten in markdown: 4 of the compounds above
| molecule | GCN5L2 inh | TDP1 cell noCPT | TDP1 inh |
| --- | --- | --- | --- |
| COc1ccc(CCNC(=S)N2CCC(C(N)=O)CC2)cc1 | 3% | -7% | · |
| CC(C)CN1CCN(Cc2cccn2-c2cccnc2)CC1CCO (centres undefined) | 0% | -19% | 0% |
| O=C(Nc1cc(-c2nc3cc(Cl)ccc3o2)ccc1Cl)c1cccs1 | -4% | · | 3% |
| O=C(CSc1nc2ccccc2[nH]1)N1CCN(S(=O)(=O)c2ccc(Cl)cc2)CC1 | -15% | ? | 6% |

Only part of the results is shown; rates above refer to the full screens.
